Screening results as filed in PubChem BioAssay.
MmCpn inh = blocks the Methanococcus maripaludis chaperonin Mm-Cpn; AID 504842; 330,000 compounds, 0.031% hits; Potency, µM (titrated, usually from 76.9 µM), inactives show top-dose activity, negative = inhibition, most hits filed as inhibitors; purified Mm-Cpn ATPase, ADP Transcreener TR-FRET; note: potency is the fitted concentration of half-maximal effect; % is set by controls: 0 for no effect and ±100 for the full control effect; nearly all actives have a fitted effect of over 80% in size
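Compound-treated chaperonin, 25 nM final, turns over 10 uM ATP at 37°C for 30 min following a 10 min preincubation; ADP generated competes with ADP-d2 for Eu-cryptate antibody, lowering FRET.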
CCT modulator = modulators of cytosolic chaperonin (CCT/TRiC) activity; purified chaperonin ATPase assay, HTRF ADP detection, 30 min; activity change, % (concentration not given with the values), hits read low; 360,000 compounds, 0.3% hits; in the data active = activity change below about -30%; note: % is set by controls: 0 for no effect and ±100 for the full control effect
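TRiC (40 or 20 nM final, by batch activity) in 30 mM Tris pH 7.4, 100 mM KCl, 5 mM MgCl2, 1 mM DTT was treated with compound at 76 uM single dose, then 10 uM ATP, 30 min at 37 °C. ADP was read by HTRF Transcreener.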
EPAC2 antag = antagonists of human EPAC2; EPAC2 GEF exchange of Rap1B-BODIPY-GDP, fluorescence; Potency, µM (doses to about 114 µM), for the others: top-dose activity, negative = inhibition, hits mostly inhibitors; 360,000 compounds, 0.18% hits; AID 720708; note: potency is the fitted concentration of half-maximal effect; % is set by controls: 0 for no effect and ±100 for the full control effect; nearly all actives have a fitted effect of over 45% in size; many of its hits are not listed in these tables
PLK1 PBD block = blocks phosphopeptide binding to human PLK1 polo-box domain; Plk1 PBD binding of FITC phosphopeptide, fluorescence polarization; 360,000 compounds, 2.8% hits; P53350; Potency, µM, for the others: max response, negative = inhibition, hits mostly inhibitors; note: potency is the fitted concentration of half-maximal effect; series mostly up to about 57 µM; % is set by controls: 0 for no effect and ±100 for the full control effect; nearly all actives have a fitted effect of over 65% in size
Target sequence (P53350 whole entry, looked up, the tested form may be a part): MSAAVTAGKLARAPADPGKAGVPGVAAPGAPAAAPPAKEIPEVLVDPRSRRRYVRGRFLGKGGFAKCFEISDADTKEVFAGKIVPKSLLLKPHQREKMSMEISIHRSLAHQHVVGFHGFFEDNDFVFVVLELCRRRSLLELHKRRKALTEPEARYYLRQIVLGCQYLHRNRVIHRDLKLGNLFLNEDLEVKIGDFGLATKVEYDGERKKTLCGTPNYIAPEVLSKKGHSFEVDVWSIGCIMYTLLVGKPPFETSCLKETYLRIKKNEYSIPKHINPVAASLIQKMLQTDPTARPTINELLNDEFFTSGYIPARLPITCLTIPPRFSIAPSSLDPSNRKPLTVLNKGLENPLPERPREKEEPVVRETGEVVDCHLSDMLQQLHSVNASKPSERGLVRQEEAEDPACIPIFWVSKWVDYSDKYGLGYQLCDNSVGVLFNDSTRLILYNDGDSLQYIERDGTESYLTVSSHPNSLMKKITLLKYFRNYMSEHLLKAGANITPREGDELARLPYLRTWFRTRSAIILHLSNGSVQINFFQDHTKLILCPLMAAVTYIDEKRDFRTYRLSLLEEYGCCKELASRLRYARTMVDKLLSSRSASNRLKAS
PI5P4K alpha inh = inhibitors of human PI5P4K alpha | PI5P4Kalpha enzyme, ADP-Glo luminescence, 60 min; stronger effect = lower value | max response, % | 330,000 compounds, 1.2% hits; active = max response of -50% or lower; inconclusive = between -30% and -50%; inactive = -30% or higher; note: value at the top dose of about 77 µM; % is set by controls: 0 for no effect and ±100 for the full control effect
Target sequence (P48426 whole entry, looked up): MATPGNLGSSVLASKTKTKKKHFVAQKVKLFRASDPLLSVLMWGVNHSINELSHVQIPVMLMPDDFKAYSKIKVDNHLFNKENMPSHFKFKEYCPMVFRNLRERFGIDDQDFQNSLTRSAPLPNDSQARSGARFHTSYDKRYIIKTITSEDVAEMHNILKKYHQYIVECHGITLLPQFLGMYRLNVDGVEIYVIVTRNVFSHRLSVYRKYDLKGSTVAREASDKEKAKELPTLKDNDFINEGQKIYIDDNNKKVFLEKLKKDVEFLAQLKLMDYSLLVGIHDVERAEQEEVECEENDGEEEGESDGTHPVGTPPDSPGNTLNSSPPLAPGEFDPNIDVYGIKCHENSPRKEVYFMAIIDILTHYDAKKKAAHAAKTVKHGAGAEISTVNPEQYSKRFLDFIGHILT
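Human PI5P4Kalpha with substrate in 0.038 M HEPES pH 7.4, 0.28 mM EGTA, 0.1% CHAPS, 5% DMSO; reaction started with 5 microM ATP (final), 60 min at room temperature. ADP formed read by ADP-Glo luminescence.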
WRN inhibitor = inhibitors of human WRN helicase | Q14191 | Potency, µM (titrated, usually from 114 µM), for inactives: at the highest dose activity change, negative = inhibition, actives largely listed as inhibitors | 360,000 compounds, 0.46% hits | WRN helicase unwinding, fluorescent forked duplex, kinetic; note: potency is the fitted concentration of half-maximal effect; % is set by controls: 0 for no effect and ±100 for the full control effect; nearly all actives have a fitted effect of over 55% in size
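Primary qHTS, 1536-well format. 20 nM WRN + compound, 15 min RT; start with 100 nM forked fluorophore/quencher duplex, 2 mM ATP (final); kinetic read ex 525/em 598 nm.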
EPAC1 antagonist = antagonists of human EPAC1. O95398. EPAC1 GEF assay, Rap1b-BODIPY-GDP exchange fluorescence. Potency, µM (top dose mostly 115 µM), inactives show at the top dose activity change, negative = inhibition, hits mostly inhibitors. 360,000 compounds, 0.14% hits;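 note: potency is the fitted concentration of half-maximal effect; plate controls were vehicle for no effect and positive control for full effect; nearly all actives have a fitted effect of over 50% in size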
EPAC1 ag = agonists of human EPAC1; EPAC1 agonist qHTS, biochemical assay; response scale: 100% = response to 6.5 mM cAMP; Potency, µM (doses to about 154 µM), for inactives: at the top dose activation, hits mostly activators; 360,000 compounds, 0.073% hits; AID 720707; note: potency is the fitted concentration of half-maximal effect; nearly all actives have a fitted effect of over 60% in size
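Normalized to 6.5 mM cAMP, activity reflects EPAC1-catalysed release of BODIPY-GDP from Rap1B, followed kinetically over 30 min at 480 nm excitation, 540 nm emission. Reaction contained 100 nM EPAC1, 250 nM Rap1B-BODIPY-GDP, 50 uM GDP.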
* = called active by the depositor; ? = inconclusive; nt = not tested or not shown; & = joins results of further samples; [ ] = remark or other dose. Unless noted, calls come from the whole dose curve; as a rule, active = well fitted curve in the direction sought with a large enough effect; inconclusive = small, poorly fitted or top-dose-only effect, or another doubt; inactive = no such curve, though single readings can be large; an effect the other way counts as inactive or inconclusive. A portion of the library; the hit share may differ from the screen's.

mol	EPAC1 ag	MmCpn inh	EPAC1 antagonist	PLK1 PBD block	PI5P4K alpha inh	EPAC2 antag	WRN inhibitor	CCT modulator
Cn1c(N)c(S(=O)(=O)N2CCN(c3ccccc3Cl)CC2)c(=O)n(C)c1=O	4%	-1%	-6%	0%	3	-1%	3%	-1.9
CC1=C(C(=O)c2ccccc2)C(c2cccc([N+](=O)[O-])c2)NC(=S)N1 (centres undefined)	-2%	-6%	-15%	-13%	-10	-12%	3%	-2.4
CNC(C)C(=O)NC(C(=O)N1CCCC1C(=O)NC1CCCc2ccccc21)C(C)C (centres undefined)	1%	2%	0%	5%	-3	6%	7%	-0.5
Cc1ccc(S(=O)(=O)NCCCNC(=O)N2CCOCC2)cc1	-8%	3%	-3%	-2%	0	13%	7%	2.0
CCCN=C1NC(=O)C(CC(=O)NCCc2ccc(OC)c(OC)c2)S1 (centres undefined)	-5%	-4%	17%	0%	3	13%	-5%	-0.4
CCC(c1nnnn1-c1ccc2c(c1)OCCO2)N1CCN(C/C=C/c2ccccc2)CC1 (centres undefined)	11%	nt	4%	-4%	3	6%	-2%	0.5
COCCCNC(=O)C1CC(=O)N(CCc2ccc(OC)c(OC)c2)C1 (centres undefined)	0%	0%	-12%	-7%	3	2%	-12%	-0.8
CCC(=O)N1CCc2cc(S(=O)(=O)N3CCN(c4cc(Cl)ccc4C)CC3)ccc21	19%	-1%	0%	-1%	6	-6%	-6%	1.7
C/C(=N\NC(=O)c1ccoc1C)c1ccccc1	8%	-6%	-1%	-11%	-4	6%	-2%	-3.5
CCC1Sc2ccccc2N(CC(=O)NCCC(C)C)C1=O (centres undefined)	4%	1%	2%	-4%	nt	-3%	-9%	-2.3
COC(=O)c1nn(-c2ccccc2)c(Sc2ccc(C)cc2)c1/C=N/O	3%	-1%	9%	3%	-6	6%	-3%	0.7
OCCOCCn1c(CCNc2nc(-c3ccc(Cl)cc3)cs2)nc2cc(Cl)c(Cl)cc21	2%	nt	-21%	-17%	28	-11%	-1%	-1.2

By substructure, the compounds so far with an aryl methoxy group (2)
mol	EPAC1 ag	MmCpn inh	EPAC1 antagonist	PLK1 PBD block	PI5P4K alpha inh	EPAC2 antag	WRN inhibitor	CCT modulator
CCCN=C1NC(=O)C(CC(=O)NCCc2ccc(OC)c(OC)c2)S1 (centres undefined)	-5%	-4%	17%	0%	3	13%	-5%	-0.4
COCCCNC(=O)C1CC(=O)N(CCc2ccc(OC)c(OC)c2)C1 (centres undefined)	0%	0%	-12%	-7%	3	2%	-12%	-0.8

The listing continues.
mol	EPAC1 ag	MmCpn inh	EPAC1 antagonist	PLK1 PBD block	PI5P4K alpha inh	EPAC2 antag	WRN inhibitor	CCT modulator
Cn1nc(C(=O)NC2=NCCS2)ccc1=O	12%	0%	-10%	3%	6	16%	-5%[57.1 µM]	-1.5
COc1ccc(/C=C/C(=O)N2CCN(S(=O)(=O)c3ccccc3)CC2)cc1OC	6%	2%	-6%	2%	-6	3%	5%	-3.1
COc1ccc2c(c1)[nH]c1c(=O)n(N)cnc12	-5%	0%	-5%	-3%	-1	23%	-4%	2.5
CC(C)(O)CN(CCCNC(=S)Nc1ccccc1)C(=S)Nc1ccccc1	-1%	nt	-8%	-5%	11	0%	3%	0.6
CC(=O)Nc1cc2cc(NS(=O)(=O)c3ccc(Cl)cc3)ccc2oc1=O	6%	0%	-5%	-7%	-3	-4%	3%	-4.5
O=C(CN1C(=O)NC2(CCCCC2)C1=O)N(Cc1ccco1)Cc1cccs1	1%	-2%	4%	-2%	0	0%	1%	-0.9
O=P(c1ccccc1)(c1ccccc1)c1ccccc1C(Br)Br	5%	nt	-23%	-11%	1	?	-14%	2.5
COc1cc2c(cc1OC)C(c1ccccc1OC(C)C)CC(=O)N2 (centres undefined)	1%	2%	0%	-1%	1	-21%	0%	-7.0
Cc1ccc2sc(N(CCCN(C)C)C(=O)CN3C(=O)c4ccccc4C3=O)nc2c1C	-3%	1%	-25%	-14%	0	-22%	-17%[11.6 µM]	-1.8
CCn1c(SCC(=O)NCC2CCCO2)nnc1-c1ccccc1 (centres undefined)	2%	-1%	-6%	-1%	0	-3%	-4%	0.9
CCCCc1nnc(SCc2ccc(OCC)cc2)n1N	11%	0%	-2%	-1%	2	?	0%	1.2
Cc1ccc2[nH]c3c(c2c1)CCC3=O	9%	-3%	-3%	-21%	nt	-1%	5%	-1.6

Next compounds follow.
mol	EPAC1 ag	MmCpn inh	EPAC1 antagonist	PLK1 PBD block	PI5P4K alpha inh	EPAC2 antag	WRN inhibitor	CCT modulator
CCCn1c(SCc2nc3sc(C)c(C)c3c(=O)[nH]2)nc2ccccc2c1=O	-4%	-15%	6%	7%	8	1%	-11%	1.3
COc1ccc(C(=O)COC(=O)CN2C(=O)C3CC=CCC3C2=O)c(OC)c1 (centres undefined)	-1%	0%	-9%	-11%	-27	5%	0%	0.9
CC(C)(C)c1ccccc1NC(=O)CN1C(=O)NC2(CCCCCC2)C1=O	8%	1%	6%	-8%	6	-6%	-22%	-3.0
O=C1CC(c2ccc(Cl)cc2)Oc2ccc(Cl)cc21 (centres undefined)	12%	nt	-14%	-13%	10	-18%	-14%	-1.0
Cc1c(NC(=O)CCCCCN2C(=O)c3ccccc3C2=O)c(=O)n(-c2ccccc2)n1C	-4%	-10%	-19%	-3%	6	-8%	-5%	-3.1
COc1ccccc1CNC(=O)CNCC1CCCO1 (centres undefined)	1%	0%	12%	-3%	-1	7%	-1%	-1.9
CC(Sc1nnc(COc2ccccc2)n1-c1ccccc1)C(=O)O (centres undefined)	13%	1%	-16%	-5%	-28	4%	5%[57.1 µM]	1.5
CCN(CC)S(=O)(=O)c1ccc(Cl)c(NC(=O)COC(=O)c2c(C)noc2C)c1	2%	0%	-23%	-3%	-8	3%	-4%	0.3
CCOC(=O)N1CCN(S(=O)(=O)N2CCCC(C(=O)NCCc3ccccc3)C2)CC1 (centres undefined)	5%	1%	-21%	-8%	1	-5%	8%	1.8
CCNC(=O)N(C)C[C@H]1N[C@@](Cc2ccccc2)(C(=O)OC)[C@H]2C(=O)N(C)C(=O)[C@@H]12	-2%	3%	10%	-2%	-1	0%	-1%	1.0
CCOC(=O)CC1CCCCN1C(=O)CCCn1nnnc1CN1CCC(C)CC1 (centres undefined)	1%	0%	2%	-5%	-2	4%	-32%	-0.9
COc1ccccc1NC(=O)C(C)n1cnc2c(oc3nc4c(cc32)CCCC4)c1=O (centres undefined)	2%	1%	-8%	6%	1	-10%	-1%	1.4

Additional structures:
mol	EPAC1 ag	MmCpn inh	EPAC1 antagonist	PLK1 PBD block	PI5P4K alpha inh	EPAC2 antag	WRN inhibitor	CCT modulator
Cn1c(=O)c2c(ncn2CC(=O)Nc2ccccc2N2CCOCC2)n(C)c1=O	11%	1%	20%	-6%	-9	9%	5%	-1.4
COc1ccc(NS(=O)(=O)c2ccc(NC(C)=O)cc2)cc1OC	-1%	0%	1%	1%	-1	7%[57.1 µM]	4%	-0.7
Cc1ccc2c(C(=O)CN3CCC4(CC3)OCCO4)c(C)[nH]c2c1	3%	-6%	5%	-2%	-5	-1%	4%	1.6
O=C(NN=C1CCCCCCC1)C(=O)NC1CCCCC1	0%	-1%	0%	-2%	3	-2%	2%	-1.1
CCc1ccc(NC(=S)N(CCN2CCCCC2)Cc2ccco2)cc1	0%	3%	-23%	-7%	15	-1%	-1%	-2.3
CCCN(CCC)CCCNc1ccc(C(=O)Nc2cccc(OC)c2)cc1[N+](=O)[O-]	-11%	1%	15%	-1%	2	8%	0%	-3.1
Cc1ccc(C(=O)c2ccccc2C(=O)OCC(=O)NC(C)(C)C)cc1	6%	0%	6%	-18%	-2	-6%	1%	-2.4
Cc1ccc(OCC(=O)Nc2ccc(CN3CCOCC3)cc2)cc1C	5%	2%	11%	6%	3	9%	12%	-0.2
CCCCCCSC1=C(C#N)C(c2ccc(O)cc2)CC(=O)N1 (centres undefined)	-1%	0%	?	-8%	-7	-4%	-29%	-0.9
Oc1cc(NCCc2cccnc2)cc2cccnc12	-11%	2%&0%	1%	nt	nt	10%	nt	nt
Cc1csc2nc(CNC(=O)CCC(=O)O)cn12	11%	1%	-2%	-2%	-7	5%	1%	-1.4
O=C(OC1CCOC1=O)c1cc(Cl)ccc1[N+](=O)[O-] (centres undefined)	9%	2%	6%	-7%	4	1%	8%	-2.9

(cont.)
mol	EPAC1 ag	MmCpn inh	EPAC1 antagonist	PLK1 PBD block	PI5P4K alpha inh	EPAC2 antag	WRN inhibitor	CCT modulator
CCCCCCCC(=O)NN=C1CCN(Cc2ccccc2)CC1	-5%	1%	-12%	1%	-3	0%	2%	-2.2
CN(Cc1ccccc1F)C(=O)CN1c2cccc3cccc(c23)S1(=O)=O	10%	0%	4%	0%	-7	-2%	-10%	0.6
Cc1ccc(Cn2c(/C=C/c3ccco3)nc3ccccc32)cc1	-14%	-3%	?	-2%	-64*	-27%	-12%	0.5
CCC(Oc1ccccc1)C(=O)N(Cc1ccccc1)c1ccccn1 (centres undefined)	-5%	2%	-3%	-1%	3	-2%	11%	0.2
COc1cc(C2C(C#N)=C(N)Oc3cc(C)oc(=O)c32)ccc1OC(=O)N1CCOCC1 (centres undefined)	-6%	-2%	4%	1%	nt	1%	-2%	-0.6
CCCC(=O)N1CCCC1(C)C(=O)Nc1ccc2c(c1)CCN2C(C)=O (centres undefined)	-10%	nt	-18%	-12%	5	-7%	9%	-1.2
COc1ccc([N+](=O)[O-])cc1NC(=O)CCN1CCOCC1	10%	3%	-1%	30µM*	-8	4%	5%	2.9
Cn1nccc1C(=O)NC1CCCc2c1cnn2-c1cc(F)cc(F)c1 (centres undefined)	5%	1%	-5%	-5%	1	3%	-1%	0.4
CC1(C)CC(NS(=O)(=O)c2ccc3ccccc3c2)CC(C)(C)N1	0%	0%	-4%	4%	-16	-1%	-3%	1.3
Cc1nn(C)c2ncc(C(N)=O)c(Oc3ccc(Cl)cc3)c12	5%	-3%	-8%	-11%	-15	-3%	3%	-5.2
CCC(c1nnnn1Cc1ccco1)N(CCc1ccccc1)Cc1cc2ccc(OC)cc2[nH]c1=O (centres undefined)	-1%	-23%	6%	-22%	-64*	3%	-32%	-1.0
Cc1onc(-c2ccccc2Cl)c1C(O)c1ccc(F)cc1 (centres undefined)	-14%	1%	-11%	4%	-4	-18%	3%	-1.9
Cc1cc(Cl)ccc1C(O)c1ncc(-c2cccc(C(F)(F)F)c2)[nH]1 (centres undefined)	-14%	nt	-24%	-3%	14	-14%	-4%	0.4
CC12CCC(C/C1=N/O)C2(C)C (centres undefined)	-9%	3%	0%	-12%	-5	-18%	5%	0.2
O=C(NCCCn1ccnc1)c1cc2nc(-c3ccc(Br)cc3)cc(C(F)(F)F)n2n1	5%	0%	-3%	-3%	6	2%	-11%	1.5
